VIM-2 inh = inhibitors of Pseudomonas aeruginosa VIM-2 metallo-beta-lactamase. purified VIM-2, nitrocefin hydrolysis, epi-absorbance fluorescence. inhibition, % at 5.6 µM. 0.89% of 290,000 active;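 active means inhibition above the mean of all tested compounds plus 3 SD, cutoff set per screening run, cut at about 7.5% in these data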;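 further: red hydrolysis product quenches plate fluorescence so inhibitors raise well fluorescence; 0% = enzyme with DMSO and 100% = DMSO without enzyme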
IMP-1 inh = inhibitors of Pseudomonas aeruginosa IMP-1 metallo-beta-lactamase. purified IMP-1, nitrocefin hydrolysis, epi-absorbance fluorescence. AID 1556. 0.45% of 290,000 active. inhibition, % at 5.6 µM;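 active means inhibition above the mean plus 3 SD of all compounds in the same screening run, cut at about 4.5% in these data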;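 further: 0% = IMP-1 with DMSO and 100% = DMSO wells lacking enzyme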
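Assay system: purified IMP-1; Quantity: IMP-1 0.2 nM before substrate addition; Medium: HEPES buffer pH 7.1 with ZnSO4 and Brij 35; Incubation: 15 min enzyme–compound preincubation, then 25 min nitrocefin reaction, 25 °C; Signal: fluorescence quenching readout, ex 480/em 530 nm; Controls: DMSO with and without IMP-1; Repeats: singlicate testing.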
NALP1 yeast inh = inhibitors of NALP1 inflammasome in yeast; AID 2071; S. cerevisiae NALP1/ASC/caspase-1 growth, X-gal OD620, 72 h; 0.61% of 280,000 active; inhibition, % at 10 µM; in the data active means inhibition mostly above about 24%, no sharp cut-off; inactive means mostly below about 32%; further: some compounds called inactive have numbers as strong as hits
PHOSPHO1 inh = inhibitors of human PHOSPHO1 phosphatase | Q8TCT1 | recombinant PHOSPHO1, absorbance phosphatase assay | inhibition, % at 13.3 µM | 1.1% of 290,000 active; in the data active means inhibition above about 60%
GPR7 antagonist = blocks human GPR7 receptor signaling; GPR7-expressing cells, fluorescence antagonist assay; inhibition, % at 4.4 µM; 1.1% of 290,000 active; AID 1861; in the data active means inhibition above about 16%, passing the limit was not always enough;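 further: cells stimulated with the agonist NPW; 0% = agonist with vehicle and 100% = vehicle without agonist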
IDE cell inh = inhibits human insulin-degrading enzyme in HEK cells. P14735. FAbetaB cleavage, fluorescence polarization. inhibition, % at 5.59 µM. 0.41% of 320,000 active;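 active means percent inhibition above the average of all tested compounds plus 3 SD, set per screening campaign, cut at about 16% in these data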;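 further: IDE supplied by intact live HEK cells; FP after avidin binding of uncleaved biotin substrate so inhibition keeps polarization high; 0% = DMSO wells and 100% = 60 µM reference IDE inhibitor Ii1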
M18AAP inhibitor = PfM18AAP enzyme inhibition. 1.2% of 290,000 active. recombinant PfM18AAP, H-Glu-NHMec fluorogenic cleavage. inhibition, % at 7.35 µM. AID 1822;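 active means inhibition above the campaign mean inhibition over all tested compounds plus 3 SD, cut at about 28% in these data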;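 further: 0% = plate median of test compound wells and 100% = 2 mM ZnCl2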
p-CIP stab down = p/CIP protein destabilization. F442A p/CIP-EGFP cells, EGFP fluorescence, 16 h. decrease of EGFP signal, % at 10 µM. 0.01% of 290,000 active. AID 1984. Q05BA5;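 active means EGFP signal decrease of at least 30% at 10 µM or well 3 SD below plate mean, unless failing retest; inactive means the rest, including hits failing retest or dose response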; further: some compounds called inactive have numbers as strong as hits; many of its hits are not listed in these tables
Target sequence (Q05BA5 1-1403): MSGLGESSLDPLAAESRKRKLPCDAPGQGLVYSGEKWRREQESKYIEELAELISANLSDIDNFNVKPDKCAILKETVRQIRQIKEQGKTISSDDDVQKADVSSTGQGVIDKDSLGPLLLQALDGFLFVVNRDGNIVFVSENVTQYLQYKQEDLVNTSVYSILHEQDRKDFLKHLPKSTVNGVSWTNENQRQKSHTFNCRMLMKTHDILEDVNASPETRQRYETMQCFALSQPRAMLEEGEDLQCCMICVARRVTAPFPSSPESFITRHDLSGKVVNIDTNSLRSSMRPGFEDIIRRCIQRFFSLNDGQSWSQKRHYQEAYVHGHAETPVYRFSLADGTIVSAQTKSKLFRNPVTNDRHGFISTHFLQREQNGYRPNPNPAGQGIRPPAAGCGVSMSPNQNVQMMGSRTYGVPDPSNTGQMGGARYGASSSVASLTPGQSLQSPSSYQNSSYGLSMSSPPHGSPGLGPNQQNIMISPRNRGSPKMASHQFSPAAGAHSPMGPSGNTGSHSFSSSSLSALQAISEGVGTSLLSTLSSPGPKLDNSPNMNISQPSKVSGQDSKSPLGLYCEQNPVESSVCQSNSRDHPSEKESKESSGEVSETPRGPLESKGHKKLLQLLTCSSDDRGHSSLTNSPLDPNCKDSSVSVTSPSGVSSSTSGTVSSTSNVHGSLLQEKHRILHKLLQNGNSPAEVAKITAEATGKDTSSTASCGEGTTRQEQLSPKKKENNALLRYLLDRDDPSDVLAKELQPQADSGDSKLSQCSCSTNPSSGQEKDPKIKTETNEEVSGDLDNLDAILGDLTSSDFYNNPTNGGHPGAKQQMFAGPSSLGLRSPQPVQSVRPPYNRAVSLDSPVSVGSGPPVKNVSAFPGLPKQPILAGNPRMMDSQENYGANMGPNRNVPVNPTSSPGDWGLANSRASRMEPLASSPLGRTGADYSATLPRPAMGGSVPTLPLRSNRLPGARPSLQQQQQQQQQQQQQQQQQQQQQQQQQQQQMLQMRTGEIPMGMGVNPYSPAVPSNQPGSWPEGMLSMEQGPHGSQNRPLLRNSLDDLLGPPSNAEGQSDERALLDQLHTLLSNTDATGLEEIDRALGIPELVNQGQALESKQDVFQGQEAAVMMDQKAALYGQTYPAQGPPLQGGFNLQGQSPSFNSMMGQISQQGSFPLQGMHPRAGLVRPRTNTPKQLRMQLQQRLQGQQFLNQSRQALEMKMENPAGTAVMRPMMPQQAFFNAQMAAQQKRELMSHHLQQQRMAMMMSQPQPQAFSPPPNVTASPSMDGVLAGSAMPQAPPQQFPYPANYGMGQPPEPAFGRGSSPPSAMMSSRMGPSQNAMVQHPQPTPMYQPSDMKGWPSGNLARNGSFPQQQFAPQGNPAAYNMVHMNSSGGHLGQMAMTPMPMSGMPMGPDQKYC
IDE act = boosts human insulin-degrading enzyme activity in HEK cells. AID 493087. 0.073% of 340,000 active. FAbeta-B cleavage, fluorescence polarization; 0% vehicle, 100% cell-free pure enzyme wells. activation, % at 5.96 µM;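 active means activation above the mean of all tested compounds plus 3 SD, set per screening campaign, cut at about 17% in these data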
The depositor's hits bear a star; nt = no result given. An unsorted share of the library. About 5.3% of those tested had a hit in this group.

structure	VIM-2 inh	IMP-1 inh	NALP1 yeast inh	PHOSPHO1 inh	GPR7 antagonist	IDE cell inh	M18AAP inhibitor	p-CIP stab down	IDE act
CC(C)C[C@H](N)c1cn([C@@H](CCCCN)C(=O)N2CCNCC2)nn1	-1.7	-2.9	-5.8	34.6	-15.5	-0.2	6.6	-6.9	7.9
COc1ccc(N2CCN(c3cc(C)c4ccc(O)cc4n3)CC2)cc1	-0.9	-1.0	28.1	4.9	-4.1	0.0	-2.5	-14.0	-2.0
Cc1ccc(OCC(O)CN2CC3(C)CC2CC(C)(C)C3)cc1 (stereo not drawn)	-3.2	-0.7	27.3	-6.0	-4.7	-1.1	0.7	8.5	-4.5
Cn1nc(C(F)(F)F)cc1-c1ccc(/C=C(\C#N)C(=O)c2cccc(C(F)(F)F)c2)s1	-1.3	-2.0	-8.3	29.0	-9.3	-8.5	-9.3	-4.2	nt
CC(C)NC(=O)CC(=O)N/N=C/c1c(F)cccc1Cl	-2.5	-2.0	6.6	41.1	-8.6	-0.6	-3.6	-6.1	3.4
CC(C)OCCCN1CC(=O)N2C(c3ccccc3)c3[nH]c4ccccc4c3C[C@H]2C1=O (stereo partly drawn)	-4.8	-5.9	3.8	33.7	14.5	7.3	-0.1	-5.4	0.7
Cc1oc(-c2cccc(F)c2)nc1CN1CCCCC1CCc1ccccn1 (stereo not drawn)	-2.2	-2.4	0.9	27.1	-9.8	3.5	-11.1	-14.4	3.0
CC1CN(C(=O)CCn2c(=O)oc3ccccc32)CC(C)O1 (stereo not drawn)	0.8	1.5	10.5	12.9	9.9	3.0	5.4	-27.4	4.8
FC(F)(F)c1cc(-c2ccco2)nc(NCc2cccs2)n1	-1.3	-2.6	40.5	33.1	-3.8	0.9	-4.8	-11.3	0.4
CCN(CCCNC(=O)C1CCN(S(=O)(=O)N2CCOCC2)CC1)c1cccc(C)c1	-3.5	-2.5	-7.5	20.8	13.0	6.1	2.4	-3.7	1.4
CCOc1ccc(CN2CCCC(CNC(=O)c3ccc(F)cc3)C2)cc1CO (stereo not drawn)	-1.9	-2.8	-2.5	1.4	-6.1	1.3	-1.0	-19.9	2.3
Cn1c(C(=O)NCc2cccnc2)cc2sccc21	-2.2	-8.3	23.3	2.8	-13.1	6.4	4.2	8.1	0.2
CN(C)CCNC(=O)c1cc2c(s1)-c1ccccc1OC2	4.0	1.0	0.5	-11.5	12.1	3.6	6.0	-3.9	7.0
NS(=O)(=O)c1ccc(NC(=O)CSc2nc3c(c(=O)[nH]2)CCCC3)cc1	-2.6	-3.1	11.7	15.1	-8.0	1.2	1.3	-2.7	-0.7
CCCCN(CCCNC(=O)C1CCN(S(=O)(=O)N2CCOCC2)CC1)c1ccccc1	-2.2	-4.9	9.0	37.5	-9.0	-1.6	-8.5	-0.5	6.3
COc1ccc2cc(C(=O)/C=C/c3cc(OC)c(OC)c(OC)c3)ccc2c1	-3.2	-3.5	13.2	11.0	13.9	3.7	3.4	-15.6	-0.3
CCOc1ccc2nc(NC(=O)CN3CCOCC3)sc2c1	-2.0	-2.3	2.0	40.8	-10.0	-0.2	-8.6	-6.9	1.2
COc1cc(-c2ccccc2)nc(N)n1	0.0	-0.6	-3.9	-16.3	0.1	6.0	3.1	-12.0	-0.2
COc1ccc(OCC#CCNC(C)(C)C)cc1	-4.1	-2.5	49.1	16.4	-10.0	-0.8	8.4	-7.7	5.6
CCOC(=O)c1cc(C(=O)OCC)cc(-n2cc(O)c(C(=O)OCC)n2)c1	-2.1	-0.6	-14.3	-0.1	6.0	-4.3	-1.2	-2.7	-2.1

A draw from above in order of length of the SMILES, smallest number first.
structure	VIM-2 inh	IMP-1 inh	NALP1 yeast inh	PHOSPHO1 inh	GPR7 antagonist	IDE cell inh	M18AAP inhibitor	p-CIP stab down	IDE act
Cn1c(C(=O)NCc2cccnc2)cc2sccc21	-2.2	-8.3	23.3	2.8	-13.1	6.4	4.2	8.1	0.2
CN(C)CCNC(=O)c1cc2c(s1)-c1ccccc1OC2	4.0	1.0	0.5	-11.5	12.1	3.6	6.0	-3.9	7.0
COc1ccc2cc(C(=O)/C=C/c3cc(OC)c(OC)c(OC)c3)ccc2c1	-3.2	-3.5	13.2	11.0	13.9	3.7	3.4	-15.6	-0.3

Going on with the list:
structure	VIM-2 inh	IMP-1 inh	NALP1 yeast inh	PHOSPHO1 inh	GPR7 antagonist	IDE cell inh	M18AAP inhibitor	p-CIP stab down	IDE act
CC(C)CNC(=S)NC1CC2CCC(C1)N2Cc1ccccc1 (stereo not drawn)	0.2	-1.9	-17.9	36.0	3.9	2.3	-7.0	-14.5	4.1
CCOc1ccc(NC(=S)N2CCn3c(nc4ccccc43)C2)cc1	-2.8	-2.5	2.5	3.2	-8.1	6.3	8.2	-3.2	nt
COc1ccc(Cl)cc1NC(=O)CNC(c1ccccc1)c1ccccc1	-1.2	-0.2	12.1	14.3	3.5	-5.5	0.8	-16.5	-0.1
Cc1cccc(NC(=O)CCN2C(=O)c3ccccc3C2=O)n1	-3.2	-1.1	27.1	1.4	-11.0	-1.7	5.4	-9.3	-1.7
O=C(NC1(C(F)(F)F)N=C2SCCN2C1=O)c1ccco1 (stereo not drawn)	-3.0	-1.6	13.2	20.8	-1.5	-1.6	-10.9	-3.3	9.2
Cn1ncc(Cl)c1C(=O)N1CCOCC1	-1.2	-1.7	3.6	32.5	-8.5	3.9	-2.6	-12.2	3.9
COCCOc1cc(NC(=O)c2cccc(OC)c2)c(Cl)cc1Cl	-2.7	-3.4	-17.1	-36.8	-6.3	4.6	1.9	12.1	0.6
CC(=O)N1C(=O)/C(=C2\SC(=S)N(NS(=O)(=O)c3ccc(C)cc3)C2=O)c2ccccc21	-1.3	-1.8	3.6	-82.4	-6.2	nt	19.1	-7.9	4.8
CCc1nnc(NS(=O)(=O)c2ccc(NC(=O)COc3ccc(Cl)c(C)c3)cc2)s1	-4.4	-3.1	16.1	-17.9	-14.3	0.3	4.5	-1.2	2.5
CC(c1ccco1)N(C(=O)Nc1ccccc1)C1CCCCC1 (stereo not drawn)	-5.7	-3.8	14.0	18.6	-9.1	3.6	-2.3	-13.1	-5.3
Cc1cc(NC(=O)CN2CCN(Cc3ccccc3)CC2)nc2c1c(=O)oc1ccccc12	8.3*	-0.3	16.1	-0.2	-1.9	0.8	-1.7	-7.7	nt
CCC(=O)Nc1ccc(C(=O)NNC(=O)COc2cccc(C)c2)cc1	-2.6	-2.4	9.3	-2.7	-2.9	-0.4	9.5	4.9	-3.0
COCCCNC(=O)c1ccccc1Oc1ccccc1	1.1	-2.2	5.6	11.0	2.5	0.0	-17.7	-6.3	4.1
COc1cc(OC)c(OC)cc1CN1CCN(Cc2ccc(C(F)(F)F)cc2)CC1	-1.4	-0.9	3.7	33.9	-2.0	5.7	0.1	-5.2	-1.3
CN(C)c1ccc(C(C(=O)NCC2CCCO2)N(Cc2ccco2)C(=O)c2snc(C(N)=O)c2N)cc1 (stereo not drawn)	-2.9	-3.3	12.7	40.3	0.5	1.6	1.5	-14.1	0.0
COc1ccc(-c2cn3ccc(C)cc3n2)cc1	-2.0	-2.3	nt	12.9	-15.0	11.4	3.8	3.7	0.5
COc1ccc2sc(C)[n+](C)c2c1	-3.2	-1.1	11.9	-18.8	8.4	6.5	43.2*	-0.6	-3.2
CCOc1ccc(NC(=O)NNC(=O)C2CCC(C(C)(C)C)CC2)cc1 (stereo not drawn)	-3.6	-2.5	-3.0	35.4	-9.9	1.8	2.2	-10.3	2.7
Cc1ccc(-c2nnn(CC(=O)N(CCCO)C(C(=O)NC3CCCC3)c3ccc(Cl)cc3)n2)o1 (stereo not drawn)	-4.3	-0.6	-6.2	31.9	-22.2	3.9	-4.3	-18.1	3.0
CN(C)NC(=S)Nc1cccc(C(F)(F)F)c1	-3.5	-2.2	10.2	1.0	-7.0	2.0	0.0	-0.6	3.5
CC(C)CC(NC(=O)CC12CC3CC(CC(C3)C1)C2)C(=O)NC1=NCCS1 (stereo not drawn)	-0.3	0.2	3.6	41.2	-3.3	-0.5	2.0	-7.2	0.6
CC(C)OC(=O)n1c(=S)oc2ccccc21	-0.9	2.7	-0.1	-38.1	2.7	-2.2	-0.7	0.8	-0.7
CSCC[C@@H](C(=O)O)N1Cc2ccccc2C1=O	nt	nt	38.8*	8.6	nt	3.2	nt	-0.4	1.0
CCOC(=O)Cn1c(S(=O)(=O)Cc2ccc(Cl)cc2)nc(-c2ccccc2)c1-c1ccccc1	-2.0	-2.0	-5.3	20.2	-8.7	6.0	1.8	-6.2	1.4
O=C(CSc1ccccn1)Nc1ccc(Cl)c([N+](=O)[O-])c1	-1.0	-1.4	-8.4	19.5	1.0	-0.2	-0.2	7.7	7.6
O=C1S/C(=C/c2ccccc2)C(=O)N1CC(O)Cn1c2ccccc2c2ccccc21 (stereo not drawn)	-1.8	-4.1	31.0	9.8	-2.5	6.6	-2.7	-3.9	-10.4
Cc1cc(N2CCCCC2)n2ncc(-c3ccccc3)c2n1	-3.2	-4.5	31.9	-12.2	-17.1	-2.7	3.1	-1.9	0.8
CC(=O)c1c(N2CCOCC2)[nH]c(-c2ccccc2)nc1=S	-0.6	0.9	12.5	6.2	-5.6	4.0	-4.0	-14.9	-11.1
COc1ccccc1-c1nnc(C2CCN(S(=O)(=O)c3ccccc3[N+](=O)[O-])CC2)o1	-1.5	-2.0	-6.4	36.8	-0.7	-3.6	5.3	-5.4	-2.9
O=C(CCSc1nnc(-c2ccco2)o1)N1CCOCC1	-1.5	-1.8	-2.4	15.9	-1.0	2.6	2.3	1.0	3.6
CCOc1ccc2nc(N(CCN(CC)CC)C(=O)/C=C/c3cccs3)sc2c1	-0.7	-0.9	0.4	22.3	5.8	3.7	-3.2	7.2	3.8
COc1ccc(OC)c(CN2CCC(C(=O)N3CCN(c4ccccc4F)CC3)CC2)c1	-2.2	-1.1	31.8	8.6	0.4	0.2	-9.6	0.6	5.9
COC(=O)c1ccccc1NC(=S)NC(=O)c1ccc(C)cc1	0.3	-1.2	-26.2	43.7	-1.7	4.3	3.7	1.2	4.2
CC(C)CCNC(=O)C(c1ccncc1)N(CC1CCCO1)C(=O)Cn1nnc(-c2ccc(F)cc2)n1 (stereo not drawn)	-3.0	-1.8	1.1	36.6	-4.9	-3.1	-2.3	-34.8	5.9
CC1=C(C(=O)Nc2ccccc2)C(c2ccco2)C(C#N)=C(SCc2ccccc2)N1 (stereo not drawn)	-0.6	-1.5	6.8	-8.4	0.0	8.2	8.7	-22.7	nt
CNC(=O)NC(=O)Cn1cnc2sc(-c3ccccc3)cc2c1=O	-1.1	-3.0	3.3	-0.8	-5.7	0.4	-7.1	-11.3	nt
CC(C)C(=O)Nc1c2c(nn1-c1ccc(F)cc1)CS(=O)(=O)C2	-0.7	-2.8	4.7	20.3	1.1	-1.8	-1.7	-4.2	1.6
CCOC(=O)c1nnn(-c2nonc2N)c1C	-2.8	-4.6	11.8	17.1	-7.4	1.0	-0.8	-10.0	6.7
COCC(=O)Nc1cc(C(=O)NCCc2ccccc2)ccc1Cl	-0.4	0.2	15.6	-0.2	2.2	-3.3	1.7	-16.7	-1.7
O=C(CCCCCNC(=S)Nc1ccccc1)C[N+](=O)[O-]	-0.9	0.8	-9.9	-26.7	-1.2	-4.4	-3.3	7.7	5.7
Cn1c(SCC(=O)NNC(=S)Nc2ccccc2)nnc1-c1ccncc1	-3.6	-5.5	nt	-44.5	-0.4	3.9	8.6	-11.9	nt
